SIAH1 antagonists = Siah-1 peptide-binding antagonists, primary screen, biochemical, fluorescence polarization, rhodamine-plectin, uHTS (AID 1817) | Siah-1 / rhodamine-plectin peptide fluorescence polarization; higher % means a stronger effect | 290,000 compounds, 0.02% hits | one-dose displacement, % at 20 µM; IC50 in µM for titrated hits | E3 ubiquitin-protein ligase SIAH1 (Homo sapiens);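 active = displacement of at least 50% at 20 µM, with a fluorescence ratio check between 0.3 and a set limit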;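 also: plate controls were Siah plus tracer with DMSO for no effect and tracer alone without Siah for full effect; strong numbers were not always called active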
UTI89 phage lysis = inhibition of K1F phage lysis, E. coli UTI89, bacterial capsule biogenesis inhibitors, alamar blue (AID 488966) | E. coli UTI89 K1F phage lysis, alamar blue, 2 h; higher % means a stronger effect | 340,000 compounds, 0.02% hits | inhibition, % at 100 µM, or IC50 in µM where a hit was titrated;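 active = phage lysis inhibition, versus mean bacterial control, above a set limit; inconclusive = no clear call, values can overlap the other calls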;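 also: capsule biogenesis inhibitors block K1F phage lysis so surviving cells raise fluorescence; higher fluorescence means more inhibition of phage lysis; actives were called in the ten point dose series up to 300 µM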
RSV CPE inhibition = RSV antiviral activity via CPE protection, HEp-2 cells, primary 10 µM value included (AID 2391); HEp-2 cells, RSV-induced CPE inhibition; higher % means a stronger effect; CPE inhibition, % at 10 µM; hits with a dose series show IC50 in µM; 310,000 compounds, 0.13% hits; in the data active = a potency from the dose series; inconclusive = CPE inhibition mostly from about 23% at the one dose, without a potency; inactive = the rest, 99 in 100 with CPE inhibition below about 21%; also: strong numbers were not always called active
SV40 large T antigen = SV40 large T antigen inhibitors, biochemical (AID 1903). SV40 large T antigen ATPase/helicase inhibition assay; higher % means a stronger effect. inhibition, % at 20 µM, or IC50 in µM where a hit was titrated. 310,000 compounds, 0.39% hits; in the data active = a potency from the dose series; inconclusive = inhibition mostly from about 32% at the one dose, without a potency; inactive = the rest, 99 in 100 with inhibition below about 32%; also: strong numbers were not always called active
West Nile virus CPE = West Nile virus antiviral activity, cell-based, CPE readout (AID 1621) | West Nile virus-infected cells, CPE inhibition; higher % means a stronger effect | CPE inhibition, % at 10 µM; hits with a dose series show IC50 in µM | 290,000 compounds, 0.02% hits; in the data active = a potency from the dose series; inconclusive = CPE inhibition mostly from about 3.7% at the one dose, without a potency; inactive = the rest, 99 in 100 with CPE inhibition below about 2.2%; also: strong numbers were not always called active
Rac1 GTP hydrolysis = MgcRacGAP GTPase-activating activity inhibitors, confirmation, biochemical, ADP Hunter fluorescence | MgcRacGAP-stimulated Rac1 GTP hydrolysis, ADP Hunter fluorescence; higher % means a stronger effect; GST-tagged Rac1 F28L mutant substrate | AID 624330, 2012 | 340,000 compounds, 0.6% hits | one-dose inhibition, % at 30 µM; IC50 in µM for titrated hits;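 active = first-screen hits whose inhibition reached a set limit at any dose in the follow-up dose series; inconclusive = inhibition above the set first-screen limit but never retested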;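 also: fluorescence reports GDP produced by GAP-driven GTP hydrolysis; strong numbers were not always called active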
Dengue-2 NS5 capping = Dengue-2 NS5 methyltransferase inhibitors, primary screen, biochemical, confirmation dose response (AID 588689) | 340,000 compounds, 0.3% hits | inhibition, % at 25 µM; hits with a dose series show IC50 in µM | Dengue-2 NS5 methyltransferase capping enzyme assay, biochemical; higher % means a stronger effect | Genome polyprotein (Dengue virus type 2 (strain 16681-PDK53)); in the data active = a potency from the dose series; inconclusive = inhibition above about 29% without an active follow-up result
AID2073 = inhibitors of Mint1-CaV2.2 protein interaction, biochemical, HTRF (AID 2073). HTRF protein-protein interaction, Mint1-CaV2.2; higher % means a stronger effect. Voltage-dependent N-type calcium channel subunit alpha-1B (Homo sapiens). 290,000 compounds, 0.19% hits. inhibition, % at 20 µM, or IC50 in µM where a hit was titrated; in the data active = inhibition mostly above about 51%, no sharp cut-off; inconclusive = no clear call, values can overlap the other calls; inactive = mostly below about 53%; also: some results filed as inactive read as strong as hits
NTR1 agonist = agonists of NTR1, primary screen, imaging, U2OS cells, beta-arrestin-GFP, high content (AID 493036); Neurotensin receptor type 1 (Homo sapiens), P30989; NTR1-U2OS beta-arrestin-GFP spot imaging, agonist mode; activation, % at 20 µM; 330,000 compounds, 0.17% hits;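 active = activation at or above 40% of the spot to cytoplasm intensity ratio, with at least 20 cells analyzed; inconclusive = wells under 20 cells, flagged as cytotoxic or low count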;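 also: 0% = DMSO without peptide and 100% = 100 nM NTR1 peptide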
Target sequence (P30989 whole entry, looked up): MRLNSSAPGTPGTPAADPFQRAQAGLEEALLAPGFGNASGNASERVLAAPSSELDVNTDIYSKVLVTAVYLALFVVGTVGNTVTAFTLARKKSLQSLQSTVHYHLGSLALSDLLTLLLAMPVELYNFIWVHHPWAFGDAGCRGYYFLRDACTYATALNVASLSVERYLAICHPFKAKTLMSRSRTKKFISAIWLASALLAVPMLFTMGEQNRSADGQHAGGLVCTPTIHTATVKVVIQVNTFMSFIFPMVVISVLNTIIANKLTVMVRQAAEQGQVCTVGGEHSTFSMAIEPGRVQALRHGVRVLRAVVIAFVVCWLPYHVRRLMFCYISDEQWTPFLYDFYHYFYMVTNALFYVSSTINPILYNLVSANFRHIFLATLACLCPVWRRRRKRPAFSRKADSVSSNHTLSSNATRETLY
NTR1 agonist cell count 20 µM = further read-out of NTR1 agonist, marked with its call; cell count; measured here: cell count, cytotoxicity flag
Dengue-2 NS5 capping pilot replicate = second read-out of Dengue-2 NS5 capping, no call of its own (marks repeat the call); inhibition, %; measured here: pilot screen replicate inhibition
The depositor's hits bear a star; ? = inconclusive; · = no result given; [ ] = dose if it differs, or a comment.

SMILES	SIAH1 antagonists	UTI89 phage lysis	RSV CPE inhibition	SV40 large T antigen	West Nile virus CPE	Rac1 GTP hydrolysis	Dengue-2 NS5 capping	AID2073	NTR1 agonist	NTR1 agonist cell count 20 µM	others
CCOc1ccc(NCC(=O)Nc2ccc(Cl)cc2C)cc1	1%	-0.1%	-0.8%	14%	-0.4%	8%	1%	2%	-0.3	71	Dengue-2 NS5 capping pilot replicate=-5.5
Cc1ccc(-c2cc(C(=O)NCc3cnn(C)c3)c3cc(Br)ccc3n2)cc1	14%	0.0%	1.7%	22%	-0.3%	10%	-1%	46%	14	76
CNC(=S)N(Cc1ccc(OC)cc1)C1CC(=O)N(c2ccc(C(=O)OC)cc2)C1=O (stereo unspecified)	2%	·	1.5%	-1%	-0.9%	·	·	-8%	0.4	55
C=CC(=O)NCc1ccc(-c2csnn2)cc1	1%	-1.9%	·	7%	-0.6%	15%	-7%	7%	0.9	58
Cc1cc(F)ccc1NCc1cc2c(cc1[N+](=O)[O-])OCO2	-10%	-0.2%	1.0%	3%	0.3%	7%	10%	-11%	0.3	65
Brc1cccc(-c2nnc(-c3ccccc3)o2)c1	2%	-0.1%	6.7%	3%	-0.2%	-4%	-6%	-6%	5.1	52
CC(=O)Nc1ccc(Oc2nc(C(F)(F)F)nc3ccccc23)cc1	12%	0.4%	0.8%	6%	-0.4%	12%	1%	6%	2.2	108
CN1CCC(OC(=O)COc2ccc(Br)cc2)CC1	-3%	-0.1%	-0.7%	7%	-0.1%	-4%	-1%	0%	0.3	51
Cc1ccc(/C=C2\SC(=S)N(CCC(=O)NNC(=O)c3ccccc3O)C2=O)cc1	2%	0.1%	1.3%	10%	0.8%	4%	-7%	5%	5.0	55
CC[C@]12c3[nH]c4ccc(Cl)cc4c3CCN1C(=O)[C@@H](CC(=O)NCc1ccco1)C[C@@H]2C(=O)N1CCN(C(=O)C2CC2)CC1	·	0.2%	·	·	·	9%	3%	·	3.0	60	Dengue-2 NS5 capping pilot replicate=-4.3
Fc1ccc(-c2cc(C(F)(F)F)n3ncnc3n2)cc1	8%	-1.4%	0.5%	-3%	-0.4%	2%	-8%	8%	0.1	50
COCCCNC(=O)c1ccc(CS(=O)(=O)Cc2cccc(C)c2)o1	1%	0.4%	0.3%	12%	·	8%	1%	9%	0.3	80
Cc1ccc(O)c(-n2nc3ccccc3n2)c1	3%	-0.1%	-0.2%	21%	0.3%	4%	-4%	7%	2.6	86
C[C@H](CO)N1C[C@H](C)[C@@H](CN(C)C(=O)Nc2ccc(C(F)(F)F)cc2)Oc2ccc(NC(=O)C3CCCCC3)cc2C1=O	·	0.3%	·	·	·	12%	-4%	·	0.2	53	Dengue-2 NS5 capping pilot replicate=-1.2
COc1ccc(CCNC(=O)/C(C#N)=C/c2cccc(OCc3ccccc3)c2)cc1OC	5%	6.3%	15%	2%	0.0%	17%	0%	16%	2.9	63
NC(=O)c1ccsc1NC(=O)c1ccco1	4%	-1.3%	3.4%	5%	0.3%	17%	-4%	0%	11	57
O=C(/C=C/c1ccc(Cl)cc1)NCCSc1ccccc1	4%	-0.4%	-1.2%	6%	·	1%	-5%	-4%	1.9	74	Dengue-2 NS5 capping pilot replicate=0.5
O=C(NCc1ccc(F)cc1)c1cnc(Cl)c(Cl)c1	4%	0.3%	1.6%	13%	-0.8%	4%	0%	15%	-0.9	49
COC(=O)Nc1ccc(SCC(=O)c2ccc(Cl)cc2)cc1	-4%	0.4%	2.7%	4%	-0.9%	23%	2%	3%	1.0	44
C=CCN1C(=O)/C(=c2\sc3nc(=O)c(Cc4ccccc4)nn3c2=O)c2ccccc21	2%	·	1.9%	19%	-0.8%	·	·	27%	4.4	64
COc1cc(NC(=O)CCCn2c(=S)[nH]c3ccccc3c2=O)cc(OC)c1OC	5%	0.3%	1.7%	19%	-0.9%	3%	-2%	?	3.5	62
CN(C(=O)CSc1ncccn1)C1CCS(=O)(=O)C1 (stereo unspecified)	3%	-1.0%[50 µM]	0.2%	12%	0.0%	9%	2%	1%	-0.7	66
CC(=O)NC1CC2CCCC(C1)N2CC(=O)N1CCCc2ccccc21 (stereo unspecified)	-3%	0.8%	0.7%	-5%	-0.6%	9%	-2%	4%	1.5	81
CN1CCC(Oc2ccccc2Sc2ccccc2)CC1	-4%	1.6%[50 µM]	1.1%	11%	-1.1%	25%	1%	?	3.4	68
O=C(O)c1ccc(S(=O)(=O)Nc2cccc(CP(=O)(c3ccccc3)c3ccccc3)c2)cc1	-1%	-0.1%	0.0%	11%	1.4%	9%	3%	-13%	0.5	59
CCC(C)N(CCNC(=O)c1ccc2c(c1)NC(=O)c1ccccc1S2)C1CCCCC1 (stereo unspecified)	2%	0.3%	15%	12%	-0.3%	3%	-12%	4%	12	63
O=c1c(OC2OC(CO)C(O)C(O)C2OC2OC(CO)C(O)C(O)C2OC2OC(CO)C(O)C(O)C2O)c(-c2ccc(O)c(O)c2)oc2cc(O)cc(O)c12 (stereo unspecified)	17%	5.1%	30%	7%	-1.0%	23%	0%	4%	-0.3	82
COc1cccc2cc(C(=O)NCc3ccccc3Cl)c(=O)oc12	1%	0.1%	1.6%	8%	-1.0%	13%	-5%	19%	3.0	48
Cn1c(=S)[nH]c2scc(-c3cccs3)c2c1=O	6%	0.7%	·	14%	-0.1%	23%	-2%	7%	·	·
C[C@@H](C(=O)N1CCN(c2ccccc2)CC1)N1C(=O)C2CC=CCC2C1=O (stereo partly specified)	·	0.5%[50 µM]	·	·	·	5%	-4%	·	0.1	57
CCCCn1c(SCC(=O)NC(C)CC)nc2ccc(N3CCOCC3)cc2c1=O (stereo unspecified)	-5%	-0.4%	4.4%	4%	·	2%	-3%	-16%	2.5	91
COC(=O)c1c(NC(=O)C2C3CCC(O3)C2C(=O)O)sc2c1CCCCCC2 (stereo unspecified)	-5%	0.9%	2.4%	22%	0.4%	6%	1%	16%	0.9	51
Cc1ccc(Cn2c(CN3CCN(C(=O)c4ccco4)CC3)nc3c2c(=O)n(C)c(=O)n3C)cc1	0%	-0.2%	0.6%	8%	·	5%	3%	-9%	1.1	72
Cc1ccc(S(=O)(=O)NCCC(=O)NC2CCCCCC2)cc1	·	0.8%[50 µM]	·	·	·	1%	-4%	·	-0.8	51
Cc1[nH]c2c(C)cccc2c(=O)c1Br	2%	-0.8%	0.7%	4%	-0.2%	10%	-1%	10%	0.8	51
O=C1OC(c2ccccc2)c2ccc3ccccc3c21 (stereo unspecified)	-3%	2.0%[50 µM]	1.4%	0%	0.1%	4%	-11%	-3%	-0.5	62
COC(=O)c1ccc(C2=NOC(C)(c3sc(-c4ccc(Cl)cc4)nc3C)C2)cc1 (stereo unspecified)	-5%	1.5%	-1.7%	3%	0.5%	9%	1%	44%	0.7	102
N#C/C(=C\c1ccccc1)C(=O)NNS(=O)(=O)c1cccc([N+](=O)[O-])c1	·	-0.2%	·	·	·	10%	52µM*	·	5.9	63
Nc1oc2ccccc2c(=O)c1-c1ccc2c(c1)OCO2	-4%	0.0%	0.4%	-16%	-0.3%	5%	2%	15%	-0.5	88
O=c1oc2ccccc2c(NCc2ccccc2)c1[N+](=O)[O-]	-4%	-0.2%	3.5%	1%	-0.6%	6%	3%	13%	0.7	51

An excerpt of the results above:
SMILES	SIAH1 antagonists	UTI89 phage lysis	RSV CPE inhibition	SV40 large T antigen	West Nile virus CPE	Rac1 GTP hydrolysis	Dengue-2 NS5 capping	AID2073	NTR1 agonist	NTR1 agonist cell count 20 µM	others
COc1cccc2cc(C(=O)NCc3ccccc3Cl)c(=O)oc12	1%	0.1%	1.6%	8%	-1.0%	13%	-5%	19%	3.0	48
Cn1c(=S)[nH]c2scc(-c3cccs3)c2c1=O	6%	0.7%	·	14%	-0.1%	23%	-2%	7%	·	·
C[C@@H](C(=O)N1CCN(c2ccccc2)CC1)N1C(=O)C2CC=CCC2C1=O (stereo partly specified)	·	0.5%[50 µM]	·	·	·	5%	-4%	·	0.1	57
CCCCn1c(SCC(=O)NC(C)CC)nc2ccc(N3CCOCC3)cc2c1=O (stereo unspecified)	-5%	-0.4%	4.4%	4%	·	2%	-3%	-16%	2.5	91

Further entries follow.
SMILES	SIAH1 antagonists	UTI89 phage lysis	RSV CPE inhibition	SV40 large T antigen	West Nile virus CPE	Rac1 GTP hydrolysis	Dengue-2 NS5 capping	AID2073	NTR1 agonist	NTR1 agonist cell count 20 µM	others
CN(CC1CCCN(CCc2ccc(Cl)cc2)C1)C(=O)C(=O)c1ccco1 (stereo unspecified)	-2%	0.6%	-1.0%	9%	-0.4%	7%	1%	5%	-0.5	65
Cc1cc([N+](=O)[O-])nn1CC(=O)N/N=C/c1ccccc1F	1%	0.1%	0.6%	5%	0.9%	12%	6%	-8%	0.3	63
CCCCN=C1NC(=O)C(CC(=O)NCCc2ccc(OC)cc2)S1 (stereo unspecified)	5%	1.5%	2.4%	0%	0.7%	2%	·	6%	-0.4	93
Cc1ccc(C(=O)CSc2nnc(-c3cccnc3)n2N)cc1	3%	2.0%	-0.1%	14%	0.6%	8%	6%	-7%	0.5	57
CCCCCC(=O)NC(=S)Nc1cccc(C(C)=O)c1	-5%	-0.2%	3.3%	14%	-0.6%	16%	-11%	-13%	1.1	79
Cc1cc(-c2ccc(S(=O)(=O)N3CCN(C)CC3)s2)on1	4%	0.2%	0.0%	1%	-0.1%	7%	-3%	8%	0.0	61
Cc1noc(C(=O)Nc2c(C)nn(Cc3ccccc3)c2C)c1Cl	1%	0.9%	1.6%	5%	-0.2%	1%	-1%	-6%	-1.4	91
Cn1c(CNc2ccccc2)nc2ccccc21	1%	0.0%	2.0%	3%	0.3%	12%	6%	-11%	-0.6	53
CCCCOc1ccc(NC(=O)C2OC3OC(C)(C)OC3C3OC(C)(C)OC23)cc1 (stereo unspecified)	0%	0.0%	0.8%	9%	-0.6%	9%	5%	14%	2.5	75
C[C@H](CO)N1C[C@H](C)[C@@H](CN(C)C(=O)Nc2ccccc2)Oc2c(NC(=O)NC3CCCCC3)cccc2C1=O	·	4.1%	·	·	·	6%	-7%	·	3.0	61

Compound activity as filed in PubChem.
